Screening data as filed in PubChem.
sPLA2-III inh = Inhibits HGIII-sPLA2 liposome hydrolysis, primary screen; Q9NZ20; QFRET BODIPY PC-A2 liposome hydrolysis, fluorescence; inhibition, % at 12.2 µM; 370,000 tested, 0.56% active; AID 743126;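 active means inhibition above mean plus 3 SD of compounds lying within the high and low control bounds, cut at about 19% in these data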;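 further: 0% = median of test compound wells and 100% = no enzyme DMSO wells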
GAA850 FXN act = frataxin GAA850 promoter activation | HEK293 lucGAA850 FXN promoter luciferase reporter, 24 h; percent of 10 µM SAHA response | activation, % at 6 µM | 360,000 tested, 0.56% active | AID 540364;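 active means activation above the average of all compounds screened plus 3 SD, cutoff fixed separately per campaign, cut at about 7.5% in these data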;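 further: 0% = DMSO wells and 100% = 10 µM SAHA wells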
proKLK7 act = activates the human kallikrein-7 zymogen; P49862; AID 652039; purified proKLK7, EDANS-DABCYL substrate fluorescence; 100% is mature enzyme control, 0% vehicle; activation, % at 7 µM; 370,000 tested, 0.9% active;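 active means activation above the mean of all tested compounds plus 3 SD, computed per campaign excluding outliers beyond control limits, cut at about 13% in these data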
DDE Tn6 FP inh = disrupts Tn6 cyclic peptide binding to fibrin D-Dimer-E complex; Fibrin DD(E) TRITC-Tn6 fluorescence polarization displacement; inhibition, % at 8.3 µM; P02675; 370,000 tested, 0.21% active;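 active means inhibition above a per-campaign cutoff: mean of compounds within control limits plus 3 SD, cut at about 15% in these data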;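 further: 0% = median of all compound wells on the plate and 100% = blocking peptide control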
Target sequence (P02675 whole entry, looked up): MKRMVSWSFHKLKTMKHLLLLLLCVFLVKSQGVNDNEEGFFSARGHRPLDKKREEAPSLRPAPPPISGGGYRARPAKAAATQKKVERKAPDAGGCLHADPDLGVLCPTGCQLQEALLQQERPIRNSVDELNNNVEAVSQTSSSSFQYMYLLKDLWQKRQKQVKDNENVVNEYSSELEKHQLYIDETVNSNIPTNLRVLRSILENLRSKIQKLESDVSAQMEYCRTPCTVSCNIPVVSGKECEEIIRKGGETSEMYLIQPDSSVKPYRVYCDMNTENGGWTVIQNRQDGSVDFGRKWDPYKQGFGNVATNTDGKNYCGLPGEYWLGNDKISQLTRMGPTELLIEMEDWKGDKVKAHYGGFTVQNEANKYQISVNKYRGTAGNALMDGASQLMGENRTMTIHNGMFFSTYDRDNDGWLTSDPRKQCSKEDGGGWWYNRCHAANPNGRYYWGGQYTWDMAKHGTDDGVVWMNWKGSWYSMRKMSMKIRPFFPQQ
ASAP1 inh = ASAP1 ArfGAP inhibition | ASAP1-stimulated ARF1 GTP hydrolysis, GDP FP detection | inhibition, % at 16.5 µM | 360,000 tested, 0.19% active; in the data active means inhibition above about 25%;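 further: 0% = vehicle with enzyme and substrate and 100% = no enzyme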
Target sequence (Q9ULH1 325-724 limits assumed): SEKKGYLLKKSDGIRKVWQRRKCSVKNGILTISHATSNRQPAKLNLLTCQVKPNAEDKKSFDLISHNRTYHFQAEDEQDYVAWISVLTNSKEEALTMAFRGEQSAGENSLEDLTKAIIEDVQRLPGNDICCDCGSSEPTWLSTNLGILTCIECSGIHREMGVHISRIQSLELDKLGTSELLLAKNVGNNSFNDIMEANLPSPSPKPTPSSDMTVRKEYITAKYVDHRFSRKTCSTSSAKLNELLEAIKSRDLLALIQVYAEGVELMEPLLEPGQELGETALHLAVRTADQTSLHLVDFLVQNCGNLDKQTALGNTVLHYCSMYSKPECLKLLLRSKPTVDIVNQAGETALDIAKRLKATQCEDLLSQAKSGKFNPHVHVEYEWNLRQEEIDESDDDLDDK
ARFGAP1 inh = inhibits rat ARF GTPase activating protein 1. Q62848. Arfgap1-stimulated ARF1 GTP hydrolysis, GDP FP detection. inhibition, % at 16.5 µM. 360,000 tested, 0.26% active;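 active means inhibition above a per-plate limit, mean inhibition of low control wells plus 3 SD, cut at about 25% in these data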;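 further: 0% = DMSO wells with enzyme and 100% = wells lacking Arfgap1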
Target sequence (Q62848 1-136 limits assumed): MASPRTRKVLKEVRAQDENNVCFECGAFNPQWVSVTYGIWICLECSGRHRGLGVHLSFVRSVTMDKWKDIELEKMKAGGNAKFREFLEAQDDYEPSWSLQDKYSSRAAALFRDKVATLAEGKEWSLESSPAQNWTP
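system = rat Arfgap1 catalytic domain, aa 1-136 | technique = FP, GDP Alexa 633 tracer displaced from anti-GDP antibody, 620/688 nm | compound = one concentration, 16.5 µM, DMSO 1.26% | medium = HEPES-based buffer, pH 7.5 | timing = compound-enzyme preincubation 20 min, reaction 120 min, detection 60 min, 25 °C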
NPR1 activator = GC-A (human) enzyme activation | P16066 | HEK293 GC-A cells, cGMP TR-FRET, EC30 ANP; 0% at EC30 ANP, 100% saturating ANP | activation, % at 10 µM | 370,000 tested, 0.14% active; in the data active means activation above about 40%
GC-B act = GC-B (human) receptor activation. P20594. HEK293-GC-B cells, CNP EC30, cGMP TR-FRET; 0% at EC30 CNP, 100% saturating CNP. activation, % at 10 µM. 370,000 tested, 0.11% active;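 active means activation at 10 µM reaching about 35% in either raw or pattern-adjusted values, limit read from the data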
rCAG RNA binder = r(CAG) repeat RNA binding; TO-PRO-1 dye displacement fluorescence; inhibition, % at 3 µM; 370,000 tested, 1.3% active; AID 651821;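 active means inhibition above the plate cutoff, the mean of all test compounds on that plate plus 3 SD, cut at about 35% in these data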;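 further: 0% = DMSO alone and 100% = 100 µM mitoxantrone as full dye displacement; higher means more dye released from RNA so lower well fluorescence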
ADAM10 inh = ADAM10 inhibition, QFRET primary screen; O14672; recombinant ADAM10, EDANS/DABCYL FRET peptide cleavage, 3 h; inhibition, % at 7 µM; 370,000 tested, 0.62% active;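 active means inhibition above a per-campaign cutoff equal to the mean of compounds falling between control-based bounds plus 3 SD, cut at about 20% in these data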;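 further: 0% = DMSO wells while the 100% control is not disclosed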
* = called active by the depositor; / = no result given.

SMILES | sPLA2-III inh | GAA850 FXN act | proKLK7 act | DDE Tn6 FP inh | ASAP1 inh | ARFGAP1 inh | NPR1 activator | GC-B act | rCAG RNA binder | ADAM10 inh
O=C(O)CCN1C(=O)c2ccccc2Sc2ncccc21 | 23* | 2.6 | 0.5 | -3 | 6 | 10 | 6 | 1 | 0 | -2
COc1ccc(NC(=O)C2Cc3c(-c4ccc5c(c4)OCO5)ccnc3O2)cn1 (stereo not drawn) | -1 | -5.1 | -0.4 | -2 | 1 | -6 | 9 | 19 | 0 | -72
CC[C@@]12C(=O)N(c3cccc(Cl)c3)C(=O)N1[C@H](c1ccc(Br)cc1)[C@@H]1C(=O)N(C(C)(C)C)C(=O)[C@@H]12 | -40 | 14* | 0.7 | -5 | 7 | 10 | -14 | -6 | 2 | 13
O=C(COc1ccccc1[N+](=O)[O-])NCCCN1CCCC1=O | -4 | 3.0 | -0.6 | 1 | 7 | 14 | -1 | -2 | 1 | 4
CCN(CC(=O)Nc1ccc(NC(C)=O)cc1)C(=O)c1ccccc1SCc1c(C)noc1C | -6 | 1.1 | 0.1 | -1 | -9 | 0 | -1 | 8 | -2 | -6
Cc1nnc(SCC(=O)NC2CCCC(C)C2C)n1N (stereo not drawn) | -2 | -0.1 | 0.1 | 2 | -3 | -11 | -1 | 2 | 2 | 9
O=C(COC(=O)Cc1ccc(Cl)cc1)Nc1cc(S(=O)(=O)N2CCOCC2)ccc1N1CCCC1 | -18 | 0.8 | 0.3 | -3 | -7 | -1 | -1 | 2 | 2 | -5
CCOc1ccc(Nc2nc(Cc3nnc(SCC(=O)c4ccc(C)cc4)o3)cs2)cc1 | -19 | 1.4 | 0.1 | -6 | -10 | -1 | 1 | -5 | 28 | 19
Cc1ccc(CN=c2c([N+](=O)[O-])nn(-c3ccc4c(c3)OCCO4)n2O)cc1 | -4 | 3.8 | 0.4 | -3 | -13 | -10 | 1 | -7 | -3 | 8
CC(C)(C)c1ccc2c(c1)OC(C(=O)N/N=C/c1ccc([N+](=O)[O-])o1)CO2 (stereo not drawn) | 12 | 2.4 | -0.2 | 2 | -3 | 4 | -1 | -11 | 11 | 2
Clc1ccc2nc(CSc3nncn3-c3ccccc3)cn2c1 | 6 | 1.4 | -0.1 | -3 | 9 | 12 | -2 | 6 | -4 | -9
CCOc1ccc(NC(=O)CSc2nnc(-c3cc(C)[nH]n3)n2N)cc1 | 4 | 0.2 | -0.2 | -8 | -20 | -3 | 0 | 2 | -4 | -4
CC1CCN(S(=O)(=O)c2ccc3c(c2)c(=O)c(C(=O)NCc2cccs2)cn3C)CC1 | 13 | 2.0 | 0.0 | 2 | 3 | -3 | 0 | -3 | 43* | -1
O=C(Nc1ccc(Cl)cc1)OCC12COCN1COC2 | 3 | / | -0.1 | 5 | -4 | -2 | 0 | -5 | 1 | -3
COc1ccccc1N1CCN(C(=O)CCCNC(=O)Cn2cnc3sc(C)c(C)c3c2=O)CC1 | -5 | -0.4 | 1.0 | 4 | -3 | -10 | 1 | -3 | -5 | 0
COCCNS(=O)(=O)c1ccc2c(c1)C(=NO)c1cc(S(=O)(=O)NCCOC)ccc1-2 | -41 | -2.1 | 14* | -3 | 6 | 5 | 4 | -3 | 12 | -139
COc1ccc(Cl)cc1C(=O)NNC(=O)c1cccc([N+](=O)[O-])c1 | 3 | -0.1 | 0.0 | -3 | -12 | 3 | 0 | -2 | -4 | -2
COc1ccc(-c2nc3c(c(=O)c4ccccc4n3C)c(=O)n2Cc2ccccc2)cc1 | -3 | 0.1 | -0.4 | 3 | -7 | -16 | 1 | -3 | 1 | 8
O=C(CCCn1c(=S)[nH]c2ccc(Br)cc2c1=O)N1CCN(c2ccccn2)CC1 | 4 | 2.3 | -0.1 | -3 | 10 | 1 | 0 | -3 | 1 | -8
CN(Cc1c(F)cccc1Cl)C(=O)c1ccc2ccccc2n1 | -2 | 0.1 | -0.5 | 1 | 10 | 1 | 1 | 0 | -3 | -12
O=C(Nc1nc(-c2ccc(-c3ccccc3)cc2)cs1)c1cc([N+](=O)[O-])ccc1N1CCOCC1 | 5 | 1.0 | 0.6 | -10 | -11 | 2 | 3 | -1 | 4 | 0
Cc1nnsc1C(=O)Nc1ccccc1Cl | 4 | 0.1 | 0.4 | 4 | 0 | -5 | 4 | 2 | -2 | 4
O=C(CSc1nnc(COc2ccccc2)n1Cc1ccco1)NCc1ccco1 | -5 | 0.2 | 0.5 | 0 | -4 | 3 | 1 | 5 | 15 | -5
O=C(O)c1ccccc1-c1ccccc1C(=O)Nc1ccc2c(c1)C(O)c1ccccc1-2 (stereo not drawn) | -15 | 0.1 | -0.1 | -3 | 7 | -3 | -8 | 8 | 26 | 0
CCOC(=O)C1CCCN(c2c(NCCCN3CCCC(C)C3)c(=O)c2=O)C1 (stereo not drawn) | 2 | 0.6 | -0.5 | 6 | 3 | -7 | 1 | 1 | 4 | -4

An excerpt from above in order of the NPR1 activator value, falling.
Molecule,NPR1 activator
O=C(O)CCN1C(=O)c2ccccc2Sc2ncccc21,6
COc1ccc(-c2nc3c(c(=O)c4ccccc4n3C)c(=O)n2Cc2ccccc2)cc1,1
O=C(CCCn1c(=S)[nH]c2ccc(Br)cc2c1=O)N1CCN(c2ccccn2)CC1,0
O=C(COC(=O)Cc1ccc(Cl)cc1)Nc1cc(S(=O)(=O)N2CCOCC2)ccc1N1CCCC1,-1
CC[C@@]12C(=O)N(c3cccc(Cl)c3)C(=O)N1[C@H](c1ccc(Br)cc1)[C@@H]1C(=O)N(C(C)(C)C)C(=O)[C@@H]12,-14

More compounds:
SMILES | sPLA2-III inh | GAA850 FXN act | proKLK7 act | DDE Tn6 FP inh | ASAP1 inh | ARFGAP1 inh | NPR1 activator | GC-B act | rCAG RNA binder | ADAM10 inh
Cc1[nH]nc2c1C(c1cccs1)C1=C(CCCC1=O)N2 (stereo not drawn) | -2 | 0.6 | 3.2 | -3 | -8 | 0 | -3 | -1 | 2 | -113
Cc1cnc(C(=O)OCc2nc3ccsc3c(=O)[nH]2)cn1 | -9 | -0.5 | -0.2 | 4 | -1 | -6 | 0 | 0 | 14 | -22
Cc1ccc(NC2=NCC(=O)N2C2CCCC2)cc1 | 2 | 3.6 | 0.1 | -1 | 9 | -4 | 0 | -8 | -1 | 2
Cc1ccc2oc(=O)c3cnn(CC(=O)NCCN(C)C)c3c2c1 | 4 | 0.4 | 0.0 | 2 | -6 | 2 | 6 | 0 | 3 | -11
O=C(Oc1ccc2c(c1)C(=O)c1ccccc1CO2)c1ccccc1 | -4 | -0.2 | -0.6 | -2 | 7 | 6 | -6 | -3 | 7 | 9
CCc1ccccc1NC(=O)CSc1nnc(CNC(=O)c2ccco2)n1C | 3 | 1.5 | -0.7 | 1 | -11 | -4 | 2 | -6 | 0 | -11
O=C(Nc1ccccc1-c1nnn(CC(=O)N2CCc3ccccc3C2)n1)C1CCC1 | 4 | -1.0 | 0.1 | 0 | 11 | 12 | -2 | -4 | -2 | 7
CCOC(=O)c1oc2c(CN3CCN(CCO)CC3)c(O)c(CC)cc2c(=O)c1-c1nc2ccccc2s1 | -17 | 3.1 | 0.5 | -1 | -8 | 0 | 5 | 0 | 16 | -50
COc1cc(CN2CCN(c3ccccc3F)CC2)c([N+](=O)[O-])cc1OC | 2 | 0.5 | -0.1 | -2 | -6 | -2 | 0 | -2 | 1 | -11
O=C(CSc1nc(C2CC2)nc2sc3c(c12)CCCC3)NCc1ccco1 | 1 | 3.4 | 0.4 | -5 | -4 | 9 | -3 | -1 | 3 | 5
COc1ccc(-c2ccc(CN3C(C(C)C)C(=O)N(Cc4cn(CCC5OCCCO5)nn4)CCS3(=O)=O)cc2)cc1OC (stereo not drawn) | 5 | 0.4 | -0.5 | -4 | -3 | -2 | -6 | -4 | 7 | -1
O=C(COC(=O)c1ccccc1C(=O)OCC(=O)NCCc1c[nH]c2ccccc12)NCCc1c[nH]c2ccccc12 | -70 | 0.7 | 0.3 | 0 | 4 | 7 | -5 | -3 | 4 | 25*
CCOc1ccc(CN(C)Cc2cc(=O)oc3c(C)c(C)ccc23)cc1OC | -9 | 1.1 | 0.3 | -10 | 0 | 7 | -6 | -1 | 5 | 7
O=C(Nc1nc(-c2ccco2)c(-c2ccco2)s1)C1CC(=O)N(c2ccc3c(c2)OCCO3)C1 (stereo not drawn) | -6 | -3.9 | -0.3 | -7 | -2 | 0 | -9 | 1 | 30 | -1
Cc1noc(C)c1COc1ccc(C(=O)OCC(=O)N2CC3(C)CC2CC(C)(C)C3)cc1 (stereo not drawn) | -22 | -2.0 | 0.1 | -3 | -3 | 0 | 2 | -1 | -7 | 2
Cc1ccccc1N1CCN(CC(=O)Nc2ccccc2C(=O)NC2CC2)CC1 | -4 | 0.2 | 0.5 | -3 | 4 | 1 | 0 | 4 | -1 | -3
O=C(C1CCCN(S(=O)(=O)c2cccc3nonc23)C1)N1CCN(c2cccc(Cl)c2)CC1 (stereo not drawn) | 3 | -2.7 | 0.3 | -1 | -4 | 0 | 1 | 0 | 2 | -1
CC(C)(C)C1CCC(OC(=O)CCC(=O)Nc2ccccc2)CC1 (stereo not drawn) | -6 | 2.8 | -0.3 | 4 | 3 | -7 | 0 | 2 | -6 | 3
Cc1ccc(S(=O)(=O)NNC(=O)c2ccccc2O)cc1 | -3 | 2.2 | 1.1 | 0 | 3 | -9 | 2 | -1 | 0 | -11
CCN(CCCn1c(=S)[nH]c2ccc(N3CCOCC3)cc2c1=O)c1ccccc1 | -3 | 0.8 | -20 | 5 | -7 | -7 | 5 | 4 | 6 | -21
COc1ccc(NC(=O)CSc2ccc(C)cc2)cc1 | 0 | -1.0 | 0.6 | 1 | 7 | -6 | -1 | -4 | -2 | 7
CCn1c(SCC(=O)OC)nnc1-c1ccccc1 | 1 | 0.8 | -0.5 | 4 | 10 | 5 | -3 | -1 | -1 | 0

4 compounds drawn at random from those above:
SMILES | sPLA2-III inh | GAA850 FXN act | proKLK7 act | DDE Tn6 FP inh | ASAP1 inh | ARFGAP1 inh | NPR1 activator | GC-B act | rCAG RNA binder | ADAM10 inh
Clc1ccc2nc(CSc3nncn3-c3ccccc3)cn2c1 | 6 | 1.4 | -0.1 | -3 | 9 | 12 | -2 | 6 | -4 | -9
O=C(CSc1nc(C2CC2)nc2sc3c(c12)CCCC3)NCc1ccco1 | 1 | 3.4 | 0.4 | -5 | -4 | 9 | -3 | -1 | 3 | 5
O=C(COC(=O)c1ccccc1C(=O)OCC(=O)NCCc1c[nH]c2ccccc12)NCCc1c[nH]c2ccccc12 | -70 | 0.7 | 0.3 | 0 | 4 | 7 | -5 | -3 | 4 | 25*
O=C(Nc1ccccc1-c1nnn(CC(=O)N2CCc3ccccc3C2)n1)C1CCC1 | 4 | -1.0 | 0.1 | 0 | 11 | 12 | -2 | -4 | -2 | 7
